# Screening results deposited in PubChem by several laboratories.
# CDK5 p35 inh = CDK5/p35 (human) kinase inhibition. Q00535+Q15078. Recombinant CDK5/p35, ADP-Glo luminescence, 60 min. inhibition, % at 10 µM. 330,000 tested, 0.01% active. AID 488839;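 active = highest replicate inhibition of at least 50% and at least 75% of replicates reaching 50%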;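 also: plate controls were DMSO neutral control for no effect and GW8510 at 10 µM for full effect; many of its hits are not listed in these tables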
# MITF act = activators of MITF-driven TRPM1 promoter activity in SK-MEL-5 cells; SK-MEL-5 TRPM1-promoter luciferase, 24 h; % of positive control, neutral wells = 0; activation, % at 12.5 µM; 300,000 tested, 0.75% active; AID 588334;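 active = mean activation of at least 80% with every replicate also reaching 80%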;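 also: 0% = neutral control wells and 100% = parthenolide positive control wells; values of inactives mirror those of a sister screen read the other way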
# Wnt bcat act = activators of Wnt/beta-catenin signaling | Wnt/beta-catenin reporter cell assay, activator, plate reader | activation, % at 9.35 µM | 300,000 tested, 1.2% active; in the data active = activation above about 30%, passing the limit was not always enough;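 also: 0% = neutral control wells and 100% = positive control wells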
# SR-BI HDL uptake = blocks mouse SR-BI lipid uptake from DiI-HDL. inhibition, % at 12.5 µM. Q61009. 320,000 tested, 0.96% active. ldlA[mSR-BI] CHO cells, DiI-HDL uptake fluorescence, 3 h;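 active = mean replicate inhibition of at least 70% and a set share of replicates each scoring 70 or more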;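 also: 0% = median of neutral control wells and 100% = median of positive control wells; values of inactives mirror those of a sister screen read the other way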
# HTR5A inv ctr = counter-screen for OPRM1-OPRD1 inverse agonists: human HTR5A inverse agonism; inhibition, % at 9.3 µM; 340,000 tested, 0.083% active; P47898; AID 504634; HTR5A cell line, luminescence; in the data active = inhibition mostly above about 23%, no sharp cut-off; inactive = mostly below about 18%;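 also: 0% = cells with DMSO and 100% = no-cell wells with DMSO; some compounds called inactive have numbers as strong as hits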
# HTR5A ag = activates human HTR5A in OPRM1-OPRD1 agonist counter-screen; 340,000 tested, 0.61% active; HTR5A agonist assay, luminescence, cell-based; activation, % at 9.3 µM; in the data active = activation mostly above about 9.5%, no sharp cut-off; inactive = mostly below about 7.6%;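 also: 0% = cells with vehicle only and 100% = reference agonist; strong numbers were not always called active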
# V-ATPase pH = regulators of yeast V-ATPase proton transport | S. cerevisiae, pHLuorin cytosolic pH fluorescence | response, % at 10 µM | 350,000 tested, 0.37% active | AID 504577; in the data active = response mostly above about 7.3%, no sharp cut-off; inactive = mostly below about 5.4%; also: actives read high; inactives centre near 0; some compounds called inactive have numbers as strong as hits; reference of the scale not given here
# dFosB activator = enhances mouse delta FosB homodimer DNA binding | P13346 | AID 493131 | 340,000 tested, 0.99% active | purified delta FosB, TAMRA-CDK5 oligo fluorescence polarization; percent of positive-control signal above neutral wells | activation, % at 25 µM;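 active = mean activation above about 17%, with every replicate also reaching it, limit read from the data, passing the limit was not always enough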;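 also: fluorescence polarization rise as delta FosB binds a TAMRA Cdk5 AP-1 oligo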
# NSD2 inh = inhibitors of human histone methyltransferase NSD2; O96028; NSD2 peptide methylation, AlphaScreen, 120 min; inhibition, % at 12.5 µM; 310,000 tested, 0.54% active; in the data active = inhibition above about 50%
# Target sequence (O96028 whole entry, looked up): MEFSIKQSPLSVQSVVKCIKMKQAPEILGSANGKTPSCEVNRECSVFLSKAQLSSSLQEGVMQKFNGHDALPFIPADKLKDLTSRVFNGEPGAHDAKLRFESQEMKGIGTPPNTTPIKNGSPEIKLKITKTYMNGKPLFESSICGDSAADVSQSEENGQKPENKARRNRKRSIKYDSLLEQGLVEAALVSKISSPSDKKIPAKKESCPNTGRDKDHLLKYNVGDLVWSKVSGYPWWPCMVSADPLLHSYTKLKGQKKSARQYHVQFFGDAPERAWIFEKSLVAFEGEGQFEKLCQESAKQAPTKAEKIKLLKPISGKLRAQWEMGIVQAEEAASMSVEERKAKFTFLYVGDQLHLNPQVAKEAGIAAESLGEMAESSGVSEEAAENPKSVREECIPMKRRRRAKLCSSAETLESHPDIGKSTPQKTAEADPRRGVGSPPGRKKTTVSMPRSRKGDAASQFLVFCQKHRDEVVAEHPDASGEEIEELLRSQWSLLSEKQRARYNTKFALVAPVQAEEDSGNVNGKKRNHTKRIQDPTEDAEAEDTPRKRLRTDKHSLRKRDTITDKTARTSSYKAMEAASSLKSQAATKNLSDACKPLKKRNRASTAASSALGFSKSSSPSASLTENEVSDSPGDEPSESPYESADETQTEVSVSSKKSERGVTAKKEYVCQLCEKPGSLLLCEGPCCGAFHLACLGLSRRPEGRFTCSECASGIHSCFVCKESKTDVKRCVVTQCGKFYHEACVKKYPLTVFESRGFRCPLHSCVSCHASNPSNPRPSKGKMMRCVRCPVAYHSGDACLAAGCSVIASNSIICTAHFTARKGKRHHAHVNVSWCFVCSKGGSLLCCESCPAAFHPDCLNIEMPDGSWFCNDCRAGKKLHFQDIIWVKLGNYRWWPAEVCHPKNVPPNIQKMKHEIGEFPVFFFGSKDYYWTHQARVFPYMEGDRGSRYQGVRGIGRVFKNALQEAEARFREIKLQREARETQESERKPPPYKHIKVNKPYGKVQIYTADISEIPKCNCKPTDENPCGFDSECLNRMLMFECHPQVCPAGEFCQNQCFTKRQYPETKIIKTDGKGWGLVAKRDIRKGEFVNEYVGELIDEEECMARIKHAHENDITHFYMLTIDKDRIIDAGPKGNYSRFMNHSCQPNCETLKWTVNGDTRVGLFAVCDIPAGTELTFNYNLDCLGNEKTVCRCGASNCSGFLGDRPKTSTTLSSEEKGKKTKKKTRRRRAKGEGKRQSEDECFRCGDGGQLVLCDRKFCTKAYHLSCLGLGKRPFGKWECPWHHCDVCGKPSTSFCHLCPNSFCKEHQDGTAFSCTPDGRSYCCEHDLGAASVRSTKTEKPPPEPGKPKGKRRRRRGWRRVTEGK
# PvdQ acylase = blocks Pseudomonas aeruginosa PvdQ acylase activity | purified PvdQ acylase, fluorescence plate reader | inhibition, % at 10 µM | 340,000 tested, 0.063% active | AID 488965; in the data active = inhibition above about 30%, passing the limit was not always enough;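 also: 0% = vehicle neutral wells and 100% = reference inhibitor wells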
# * hit, by the source's call; . = no result given.
No.	SMILES	CDK5 p35 inh	MITF act	Wnt bcat act	SR-BI HDL uptake	HTR5A inv ctr
1	Cc1ccc(SC(=O)c2c([N+](=O)[O-])c(C)nn2C)cc1	-0.4	.	9.9	-16.5	-23.4
2	CC(=O)Nc1cccc(C(=O)Nc2cccnc2)c1	0.7	0.2	-1.7	11.0	10.2
3	C=CCn1c(=O)c2ccccc2n2c(SCC(=O)NCC)nnc12	1.5	0.2	-0.6	9.5	1.6
4	COc1ccccc1CNC(=O)c1cc(C)nc2ccccc12	-5.9	-4.8	0.4	.	-19.5
5	Cc1ccc(C(=O)C(OC(=O)c2cnccn2)c2ccccc2)cc1 (centres undefined)	-0.9	19.1	-1.6	-15.9	-0.7
6	COCCn1c(-c2ccccc2)cnc1SCC(=O)Nc1cccc2ccccc12	-0.1	-14.7	.	-0.7	-2.8
7	COC(=O)[C@H](CC(C)C)NC(=O)Nc1ccc(S(N)(=O)=O)cc1	0.8	-6.0	23.8	0.0	-6.8
8	COc1cc(NC(=O)c2cc([N+](=O)[O-])ccc2NC(=O)CN2CCN(c3ccccn3)CC2)cc(OC)c1	1.3	-9.0	-0.8	16.9	-5.2
9	CCCCC(=O)Nc1cccc(-c2nnc(-c3ccccc3)o2)c1	0.1	12.6	.	32.7	-15.2
10	O=C(/C=C/Nc1ccccc1)c1ccccc1	0.8	6.8	.	3.6	11.6

No.	HTR5A ag	V-ATPase pH	dFosB activator	NSD2 inh	PvdQ acylase
1	-8.0	-3.1	-5.6	1.5	-8.5
2	0.5	1.4	-4.2	-0.5	-10.9
3	-0.4	-0.9	1.9	0.3	3.4
4	6.9	-1.4	-10.4	0.7	-12.0
5	0.2	-0.6	-3.7	-3.1	-10.4
6	0.8	1.9	-2.6	12.3	10.8
7	2.3	2.1	-8.6	-1.8	6.0
8	-3.5	-0.6	-0.9	0.1	4.7
9	4.6	-3.6	2.2	-3.0	1.1
10	-3.8	-11.3	-6.1	0.8	-6.6

# Next part.
No.	SMILES	CDK5 p35 inh	MITF act	Wnt bcat act	SR-BI HDL uptake	HTR5A inv ctr
11	CCOc1ccc(CCNC(=O)CN2C(=O)CCSc3ccccc32)cc1OCC	0.1	-7.3	1.6	9.6	1.0
12	CC(C)(C)OC(=O)[C@H](Cc1ccccc1)NC(=O)c1nc[nH]c1C(=O)NCCCCCN	1.1	10.1	-0.4	13.1	-9.9
13	COc1ccc(NC(=S)Nc2ccc(F)cc2)cc1	-0.6	-2.9	-1.7	-6.5	-2.6
14	O=C(/C=C/c1cccc(F)c1)OCC(=O)c1ccc[nH]1	-0.1	34.1	3.3	4.1	20.6
15	CC1CCCCN1CC(=O)Nc1cc(S(=O)(=O)N2CCOCC2)ccc1N1CCCC1 (centres undefined)	-0.6	1.5	-2.1	-3.6	14.4
16	COc1ccccc1C(=O)Nc1ccc(C(=O)N2CCCC2)cc1	1.0	10.4	.	13.4	7.0
17	CC(C)(C)OC(=O)N(CCc1ccccc1)Cc1ccccc1OCc1cccc(NC(=O)/C=C/c2ccccc2)c1	-0.9	-8.6	5.0	50.2	4.7
18	Cc1nn(Cc2ccccc2Cl)c(C)c1C(=O)N(C)CC(=O)Nc1cccc(F)c1	-1.2	-4.8	0.2	53.4	-6.9
19	CC1CC(C)CN(C(=O)COC(=O)C2CCN(S(=O)(=O)c3c(Cl)cccc3Cl)CC2)C1 (centres undefined)	0.3	1.5	-0.4	51.7	10.2
20	CCC(=O)Nc1cc(ON=C(C)C)cc([N+](=O)[O-])c1	0.1	-4.2	.	6.5	9.9

No.	HTR5A ag	V-ATPase pH	dFosB activator	NSD2 inh	PvdQ acylase
11	-0.3	3.2	-8.7	-0.9	-10.8
12	3.3	-4.0	-25.0	.	7.8
13	0.7	1.4	-8.4	-0.6	-12.6
14	-0.3	-0.9	-13.8	-3.1	-10.2
15	-1.8	-3.5	-1.3	.	-2.2
16	4.9	-3.5	-1.1	2.1	-10.1
17	-1.4	1.8	-11.6	.	-19.0
18	2.8	-4.0	0.4	0.5	-11.6
19	-3.9	0.8	-7.7	-1.5	-6.1
20	-2.9	-0.1	2.2	0.6	-7.1

# (list continues)
No.	SMILES	CDK5 p35 inh	MITF act	Wnt bcat act	SR-BI HDL uptake	HTR5A inv ctr
21	COc1ccc(C(C)=O)cc1COC(=O)CNC(=O)c1ccc(Cl)cc1	1.4	9.5	-3.6	58.9	-0.7
22	COC(C/C=C/[C@@H](O)COCc1ccccc1)OC	0.0	12.6	1.3	7.6	6.7
23	CCOC(=O)c1c(-c2ccco2)csc1N	-3.3	.	-2.1	18.3	15.7
24	CCCCc1n[nH]c2c1/C(=N/O)CC(C)(C)C2	-0.6	14.8	.	-2.5	-20.3
25	COc1ccc(C(=O)NCCN(C)C)c2nc3ccccc3cc12	2.2	.	-2.5	13.9	0.7
26	O=C(CCCOc1ccc(Br)cc1)Nc1ccc(S(=O)(=O)N2CCOCC2)cc1	-0.1	-1.4	-9.1	8.7	-5.8
27	CCOC(=O)c1ccc(NC(=O)CC2C(=O)N(c3cccc(OC)c3)C(=O)N2CCOC)cc1 (centres undefined)	0.6	-5.9	.	44.8	-16.0
28	COc1ccccc1C1c2[nH]c3ccccc3c2CCN1Cc1ccc(NC(C)=O)s1 (centres undefined)	-5.1	-16.5	-1.3	.	23.9
29	Cc1ccc(Cn2c(Sc3ncccn3)nc3c2c(=O)[nH]c(=O)n3C)cc1	1.6	.	-2.2	-26.6	6.1
30	N#Cc1c(SCC(=O)Nc2ccc(Cl)cc2Cl)sc2c(O)cc(=O)[nH]c12	-0.4	11.2	0.5	-0.7	-13.2

No.	HTR5A ag	V-ATPase pH	dFosB activator	NSD2 inh	PvdQ acylase
21	0.3	1.9	1.1	-1.7	-19.7
22	-2.5	-3.4	-1.0	.	-18.1
23	0.2	-2.9	-2.8	8.4	-1.3
24	-0.9	0.9	1.3	-2.9	-5.5
25	-0.2	0.1	-35.2	6.4	-20.3
26	2.1	4.7	-12.1	-1.2	-4.7
27	5.4	-0.9	-5.0	0.2	-15.0
28	-2.9	6.4	7.8	0.4	-12.6
29	0.4	0.1	0.6	0.3	-7.0
30	-1.4	1.7	-16.3	.	-8.9

# Looked up by compound from the entries so far:
No.	SMILES	CDK5 p35 inh	MITF act	Wnt bcat act	SR-BI HDL uptake	HTR5A inv ctr
28	COc1ccccc1C1c2[nH]c3ccccc3c2CCN1Cc1ccc(NC(C)=O)s1 (centres undefined)	-5.1	-16.5	-1.3	.	23.9
24	CCCCc1n[nH]c2c1/C(=N/O)CC(C)(C)C2	-0.6	14.8	.	-2.5	-20.3
26	O=C(CCCOc1ccc(Br)cc1)Nc1ccc(S(=O)(=O)N2CCOCC2)cc1	-0.1	-1.4	-9.1	8.7	-5.8
21	COc1ccc(C(C)=O)cc1COC(=O)CNC(=O)c1ccc(Cl)cc1	1.4	9.5	-3.6	58.9	-0.7

No.	HTR5A ag	V-ATPase pH	dFosB activator	NSD2 inh	PvdQ acylase
28	-2.9	6.4	7.8	0.4	-12.6
24	-0.9	0.9	1.3	-2.9	-5.5
26	2.1	4.7	-12.1	-1.2	-4.7
21	0.3	1.9	1.1	-1.7	-19.7

# (continued)
No.	SMILES	CDK5 p35 inh	MITF act	Wnt bcat act	SR-BI HDL uptake	HTR5A inv ctr
31	COc1cccc(-c2cc(C(F)(F)F)nc(NCc3ccco3)n2)c1	2.1	3.5	1.9	13.9	-11.5
32	CCC(Oc1ccccc1)C(=O)NC1C(=O)N2C1SC(C)(C)C2C(=O)O (centres undefined)	-4.0	7.9	-3.2	-23.5	11.8
33	CCC(=O)c1ccc(OCC(=O)OCC(=O)N2CCc3ccccc32)cc1	-0.7	-0.3	0.6	-7.8	1.0
34	COCC(=O)N[C@@H]1c2ccccc2CC[C@@H]1OCc1ccccc1	0.2	2.3	-3.3	-9.6	-7.9
35	O=C(COC(=O)c1ccc(F)c(S(=O)(=O)N2CCOCC2)c1)c1ccccc1	-3.2	5.6	2.5	16.1	5.4
36	Cc1ccc(N2NC(=O)/C(=C/C=C/c3ccco3)C2=O)cc1C	-2.4	-9.1	-0.7	-2.5	-9.2
37	COc1ccc(C(=O)OCC(=O)NCCCc2ccccc2)cc1[N+](=O)[O-]	0.3	3.9	-2.4	0.3	-10.4
38	CCC(=O)N1c2ccccc2NC2=C(C(=O)CC(C)(C)C2)C1c1ccc(O)c(OC)c1 (centres undefined)	-0.2	.	2.6	-16.3	6.1
39	CCC1=C(OC(=O)N(CC)CC)N2C(=O)OC(=NCCOC)[C@]2(Cc2ccccc2)[C@H]2C1=CC[C@H]1C(=O)NC(=O)[C@H]12	1.7	5.1	0.5	-22.5	6.6
40	CCN(CC)P(=O)(c1ccccc1)c1c(C)nc2ccccn12 (centres undefined)	0.9	4.8	-2.3	.	8.9

No.	HTR5A ag	V-ATPase pH	dFosB activator	NSD2 inh	PvdQ acylase
31	-1.7	5.0	-11.2	3.9	-8.5
32	4.8	0.9	-3.4	.	-10.4
33	3.6	-1.3	-4.6	2.4	-14.6
34	2.0	0.5	4.7	.	-14.8
35	0.3	0.9	-2.9	-0.8	-25.3
36	7.3	-2.1	-8.6	-1.1	-7.0
37	4.0	0.6	-5.2	-0.7	0.4
38	-1.6	3.5	3.2	-6.1	2.7
39	5.8	-1.3	-0.5	.	-8.5
40	-4.1	-2.5	-1.7	0.1	-18.1

# Other structures:
No.	SMILES	CDK5 p35 inh	MITF act	Wnt bcat act	SR-BI HDL uptake	HTR5A inv ctr
41	COC(=O)c1ccc(CSc2nnc(N)s2)o1	1.9	-0.4	0.5	-11.4	12.7
42	COc1cc(C(c2c(O)cc(C)[nH]c2=O)c2c(O)cc(C)[nH]c2=O)ccc1O	0.5	6.0	-0.6	15.2	-5.2
43	O=C(Nc1ccc2c(c1)OCO2)c1ccncc1	1.7	29.9	.	-10.2	-17.2
44	Cc1ccc(C(C[N+](=O)[O-])c2c(C)cc3ccccn23)cc1 (centres undefined)	-0.4	-38.6	-9.9	9.1	13.2
45	Brc1ccc(C2=CC(c3ccco3)n3nnnc3N2)cc1 (centres undefined)	0.0	0.9	18.2	12.7	-4.8

No.	HTR5A ag	V-ATPase pH	dFosB activator	NSD2 inh	PvdQ acylase
41	1.6	0.3	-2.2	-2.7	4.6
42	1.4	-2.4	4.2	-1.8	-0.2
43	-3.1	-1.3	1.4	-0.4	-17.7
44	-5.1	4.7	-4.5	3.9	-8.1
45	1.9	-1.2	12.5	-3.7	1.1

# Some of these compounds in order of their number in CDK5 p35 inh, highest first:
no.	SMILES	CDK5 p35 inh	MITF act	Wnt bcat act	SR-BI HDL uptake	V-ATPase pH	dFosB activator	NSD2 inh	PvdQ acylase
43	O=C(Nc1ccc2c(c1)OCO2)c1ccncc1	1.7	29.9	.	-10.2	-1.3	1.4	-0.4	-17.7
42	COc1cc(C(c2c(O)cc(C)[nH]c2=O)c2c(O)cc(C)[nH]c2=O)ccc1O	0.5	6.0	-0.6	15.2	-2.4	4.2	-1.8	-0.2
44	Cc1ccc(C(C[N+](=O)[O-])c2c(C)cc3ccccn23)cc1 (centres undefined)	-0.4	-38.6	-9.9	9.1	4.7	-4.5	3.9	-8.1
